# SRC3 inh: inhibits human SRC3 coactivator; Q9Y6Q9; HEK293 GAL4-SRC3 luciferase reporter, luminescence; inhibition, % at 3.6 µM; 360,000 tested, 0.17% active;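 active means inhibition above a per-campaign cutoff, the mean of all compounds plus 3 SD, cut at about 60% in these data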;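 further: 0% = DMSO-treated cells and 100% = gossypol-treated cells at 36 µM; higher means less SRC3-driven luciferase light from the GAL4 reporter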
# NCOA1 inh: inhibitors of human steroid receptor coactivator 1 (SRC1) | inhibition, % at 3.6 µM | Q15788 | HEK293 GAL4-SRC1 luciferase reporter, luminescence | 360,000 tested, 0.12% active;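 active means inhibition above the campaign mean plus 3 SD, with each screening campaign given its own cutoff, cut at about 60% in these data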;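 further: 0% = DMSO treated cells and 100% = gossypol at 36 µM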
# Target sequence (Q15788 whole entry, looked up, the tested form may be a part): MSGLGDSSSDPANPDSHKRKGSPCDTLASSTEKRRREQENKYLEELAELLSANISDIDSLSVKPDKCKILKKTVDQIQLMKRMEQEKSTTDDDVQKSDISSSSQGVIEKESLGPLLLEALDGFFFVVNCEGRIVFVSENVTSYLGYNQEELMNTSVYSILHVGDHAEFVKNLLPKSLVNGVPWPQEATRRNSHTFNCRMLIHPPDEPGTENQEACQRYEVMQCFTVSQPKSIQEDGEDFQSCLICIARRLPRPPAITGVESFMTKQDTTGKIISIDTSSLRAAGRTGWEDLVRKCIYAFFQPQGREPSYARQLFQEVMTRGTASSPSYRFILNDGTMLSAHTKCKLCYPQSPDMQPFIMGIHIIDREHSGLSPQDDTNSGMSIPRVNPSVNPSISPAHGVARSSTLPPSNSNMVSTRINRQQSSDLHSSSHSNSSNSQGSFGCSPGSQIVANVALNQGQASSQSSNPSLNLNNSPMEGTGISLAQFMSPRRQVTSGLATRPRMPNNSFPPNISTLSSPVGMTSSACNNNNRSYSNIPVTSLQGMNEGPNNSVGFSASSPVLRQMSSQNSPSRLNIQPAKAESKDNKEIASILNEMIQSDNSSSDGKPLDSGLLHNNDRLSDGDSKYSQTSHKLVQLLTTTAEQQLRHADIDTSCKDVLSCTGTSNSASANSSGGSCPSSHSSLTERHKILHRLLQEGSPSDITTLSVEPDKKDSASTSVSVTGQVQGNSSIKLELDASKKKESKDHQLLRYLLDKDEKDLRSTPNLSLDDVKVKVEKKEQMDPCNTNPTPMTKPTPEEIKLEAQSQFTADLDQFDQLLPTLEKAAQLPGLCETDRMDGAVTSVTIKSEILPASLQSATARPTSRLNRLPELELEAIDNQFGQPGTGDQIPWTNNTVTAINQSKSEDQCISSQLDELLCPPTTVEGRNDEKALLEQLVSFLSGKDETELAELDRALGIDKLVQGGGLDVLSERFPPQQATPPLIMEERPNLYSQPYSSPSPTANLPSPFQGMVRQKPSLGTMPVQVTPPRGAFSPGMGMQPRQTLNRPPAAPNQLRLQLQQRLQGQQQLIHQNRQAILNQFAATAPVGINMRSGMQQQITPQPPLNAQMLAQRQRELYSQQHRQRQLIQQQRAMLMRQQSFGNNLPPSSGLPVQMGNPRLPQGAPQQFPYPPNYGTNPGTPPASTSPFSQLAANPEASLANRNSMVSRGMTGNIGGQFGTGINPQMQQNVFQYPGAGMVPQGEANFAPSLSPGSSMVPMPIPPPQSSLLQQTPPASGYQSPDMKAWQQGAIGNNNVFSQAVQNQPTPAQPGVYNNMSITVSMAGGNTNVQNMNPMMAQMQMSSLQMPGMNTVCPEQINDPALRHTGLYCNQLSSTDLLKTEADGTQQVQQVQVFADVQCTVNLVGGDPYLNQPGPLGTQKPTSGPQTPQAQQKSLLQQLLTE
# NCOA2 inhibitor: inhibits human steroid receptor coactivator 2; HEK293 GAL4-SRC2 luciferase reporter, luminescence; Q15596; 370,000 tested, 0.17% active; AID 651957; inhibition, % at 9 µM;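 active means inhibition above the mean inhibition of all tested compounds plus 3 SD, set per campaign, cut at about 52% in these data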;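 further: 0% = DMSO treated cells and 100% = cells given Gossypol at 36 µM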
# NOD2-RIPK2 inh: NOD2-RIPK2 protein interaction inhibition; inhibition, % at 4.98 µM; O43353; CHO BLA complementation NOD2-RIPK2, CCF4 ratio; 360,000 tested, 0.38% active; in the data active means inhibition above about 21%;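 further: 0% = vehicle only and 100% = reference blocker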
# C8 TRAIL sens: caspase-8 TRAIL sensitization; NB7+C8 cells + TRAIL, ATPlite viability luminescence; inhibition (viability loss, TRAIL sensitization), % at 10 µM; 360,000 tested, 1% active; AID 624354;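 active means compounds causing at least 50% loss of cell viability in the single-dose screen, relative to plate controls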
# TROY NFkB inh: TROY signaling inhibition; 360,000 tested, 0.98% active; inhibition, % at 10 µM; Q293 LMP1-TROYcd NF-kB luciferase reporter, 4 h;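 active means compounds whose plate-normalised and pattern-corrected inhibition of the luciferase reporter signal at the single screening dose is 50% or more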
# TLR9-MyD88 block: inhibitors of human TLR9-MyD88 binding | CHO BLA complementation TLR9-MyD88, CCF4 FRET ratio | inhibition, % at 4.98 µM | 340,000 tested, 0.21% active;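 active means inhibition above the mean over all tested compounds plus 3 SD, cut at about 21% in these data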;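 further: 0% = DMSO only wells and 100% = clavulanate BLA inhibitor control wells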
# EBV LMP1 NFkB: Epstein-Barr LMP1 NF-kappaB reporter inhibition; LMP1-induced NF-kappaB luciferase reporter cells, luminescence; inhibition, % at 12.5 µM; 350,000 tested, 0.69% active; AID 504558; in the data active means inhibition above about 41%;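 further: 0% = neutral control wells and 100% = reference inhibitor control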
# COUP-TFII inh: NR2F2 (human) inhibition, primary screen. P24468. HEK293T NGFI-A luciferase reporter, luminescence. inhibition, % at 8.6 µM. 370,000 tested, 0.7% active. AID 686940;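 active means inhibition above a per-plate cutoff, mean inhibition of test wells between control levels plus 3 SD, cut at about 38% in these data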;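 further: cells cotransfected with COUP-TFII expression vector driving the NGFI-A reporter; 0% = median of COUP-TF2 test wells and 100% = reporter-only cells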
# TWEAK-Fn14 inh: blocks TWEAK-Fn14 interaction in a reporter cell assay. inhibition, % at 10 µM. 360,000 tested, 2% active. TWEAK-stimulated Fn14 reporter cells, luciferase luminescence, 8 h; in the data active means inhibition above about 50%
# LRH-1 inv ag: NR5A2 inverse agonism in reporter assay. inhibition, % at 3.6 µM. 360,000 tested, 0.13% active. HEK293T StAR-luciferase reporter, LRH-1 transfected, 24 h. O00482;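 active means inhibition above the mean inhibition of all tested compounds plus 3 SD, cut at about 73% in these data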;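 further: 0% = DMSO wells and 100% = reporter-only cells lacking LRH-1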
# * marks the source's active call; other numbers are inactive results; x = not tested or not shown. These rows are one share of the data (hit frequency here may not be typical).
# Every second line gives: SRC3 inh	NCOA1 inh	NCOA2 inhibitor	NOD2-RIPK2 inh	C8 TRAIL sens	TROY NFkB inh	TLR9-MyD88 block	EBV LMP1 NFkB	COUP-TFII inh	TWEAK-Fn14 inh	LRH-1 inv ag
> O=S(=O)(Nc1ccccc1O)c1cccc2cccnc12
→ -10	1	-41	-5	3	21	-1	-31	16	18	15
> O=C(CCNS(=O)(=O)c1ccccc1)OCC(=O)c1ccc(Cl)cc1
→ -4	-16	0	2	-10	-13	6	3	-6	-2	3
> O=C(CNC(=O)C1CCCCC1)OCC(=O)c1ccc(Br)cc1
→ -11	6	-20	2	7	48	-12	-4	-3	14	-14
> COc1ccc(-n2ccnc2)cc1
→ -11	3	-9	5	-3	11	-2	-1	3	6	1
> O=C(CC1C(=O)NCCN1Cc1ccccc1C(F)(F)F)NC1CCCCC1 (centres undefined)
→ -29	-1	-13	-4	-5	-8	10	4	19	-1	-1
> CCOC(=O)CSC1=C(C#N)C(c2ccccc2F)C(C(C)=O)=C(C)N1 (centres undefined)
→ 14	2	-17	-2	18	-5	-9	2	20	6	-2
> Cc1cc(C(F)(F)F)nc(NCc2ccc(F)cc2)n1
→ 5	3	-16	6	-18	-1	-10	-11	-4	-32	9
> CCOC(=O)/C=C/C(=O)Nc1ccc(S(=O)(=O)N(C)c2ccccc2)cc1
→ 8	-17	26	6	-4	26	-8	13	-4	48	11
> COc1ccc(Cl)cc1-c1noc([C@@H]2O[C@H](CO)[C@H](O)[C@H](O)[C@H]2O)n1
→ -1	-7	6	-10	-7	3	x	x	-2	11	8
> O=C1C2C3CCC(C3)C2C(=O)N1c1ccc2ccccc2c1 (centres undefined)
→ -20	-11	5	3	7	-9	-3	-4	1	3	-5
> O=C(Nc1ccc(S(=O)(=O)N2CCCCC2)cc1)c1ccncc1
→ 11	-8	19	2	4	11	1	-4	7	-7	6
> COc1ccc(NS(=O)(=O)c2cccc(Cl)c2Cl)cc1S(=O)(=O)N1CCCCC1
→ -6	3	3	-6	8	8	2	-8	8	-14	-1
> CCCCSc1nnc(CCC)n1N
→ -17	7	-14	-11	-8	18	-2	3	-1	-1	9
> C[C@H]1COC(=O)[C@@H](CC(=O)OC(C)(C)C)C/C=C\C[C@@H](CC(=O)N(CCO)Cc2ccccc2)C(=O)N1
→ -13	1	8	-13	-7	-8	8	-2	6	1	8
> COc1ccc(N2CCN(CCNC(=O)CCC(=O)NNc3nc4ccccc4c4nc(C)nn34)CC2)cc1
→ -1	14	x	11	-14	-9	-1	3	x	7	11
> CC(C)CN1C(=O)NC(NC(=O)c2ccco2)(C(F)(F)F)C1=O (centres undefined)
→ 15	1	-11	1	-7	-3	-1	-2	-3	22	24
> O=C(Nc1ccc(N2CCCC2)cc1)c1ccc2ccccc2c1
→ -63	-92	-41	-2	15	-30	-3	-2	-27	-30	-165
> CCCOc1ccc(C(C)=O)cc1Cc1c(O)nc(SC)[nH]c1=O
→ -5	-10	10	3	9	23	-7	1	13	1	-9
> O=C(CN1CCN(Cc2ccccc2)CC1)N=Nc1c(O)[nH]c2ccccc12
→ 9	-7	-12	7	1	32	6	3	-10	-16	-2
> O=C(N/N=C\c1ccc(-c2ccccc2[N+](=O)[O-])o1)C1COc2cc3ccccc3cc2O1 (centres undefined)
→ 1	6	-9	-5	6	16	-7	-5	4	13	27
> CC1CC(C)CN(CCOCCSc2ccc(Cl)cc2)C1 (centres undefined)
→ 13	8	-2	1	16	-9	1	3	17	4	12
> CSc1ccccc1NC(=O)CN(C)C(=O)c1cccc(S(=O)(=O)N(C)C)c1
→ 8	15	-19	-8	-11	-2	3	-5	-6	12	-4
> CC(C)CC(OC(=O)CC1Sc2ccccc2NC1=O)C(=O)NC1CCCC1 (centres undefined)
→ -3	7	7	-6	-4	-4	-3	-6	12	-6	-6
> O=C(NC1CC1)C1CCN(c2ccc(S(=O)(=O)N3CCOCC3)cc2)CC1
→ 4	-11	x	-14	-22	-13	-5	-5	x	0	0
> CC(C)=CC(=O)OCC(=O)Nc1cc(C)cc(C)c1
→ 14	-31	-2	-4	-2	0	-3	-11	16	3	6
> CC(C)(C)OC(=O)C[C@@H]1C/C=C\C[C@@H](CC(=O)NCCO)C(=O)N2CCC[C@H]2COC1=O
→ -37	-1	4	-6	0	12	-12	0	-9	5	-10
> O=C(Nc1cccc(Cl)c1)C1CCCN(C2=NS(=O)(=O)c3ccccc32)C1 (centres undefined)
→ -3	-7	2	5	1	9	-14	5	1	-3	-15
> CCCN(CC(=O)Nc1ccccc1C)C(=O)COC(=O)c1cnc(C)cn1
→ -14	-11	-10	-3	-5	7	-4	-4	-7	4	2
> CCOC(=O)C1=CN(Cc2cccc(F)c2)S(=O)(=O)N(C)C1c1ccc(F)c(Cl)c1 (centres undefined)
→ -4	1	-6	-5	10	2	7	-8	16	14	-26
> c1nnc(NC2=NCCC2)s1
→ 11	-8	11	10	0	12	-2	-5	4	-1	-3
> CC(C)c1nnc(NC(=O)CCC(=O)N2CCN(c3ccc(F)cc3)CC2)s1
→ 22	7	24	-7	3	-29	11	-5	-13	0	14
> CCn1c(CNS(=O)(=O)c2ccc(Br)cc2)n[nH]c1=S
→ 8	-2	-2	-12	-8	10	-23	1	15	6	-15
> COc1ccccc1C(=O)NCc1nnc(SCC(=O)Nc2nccs2)n1C
→ -9	-9	-24	3	4	-4	-3	-5	5	0	12
> CC(C)CC(=O)c1c[nH]c(C(=O)NCC2CCCO2)c1 (centres undefined)
→ -12	-9	-15	-7	-2	-13	-4	-1	-6	10	-2
> O=C(c1ccc(Cl)cc1)N(Cc1ccco1)C1CCS(=O)(=O)C1 (centres undefined)
→ -1	9	30	-14	5	1	-2	7	25	15	-4
> CCOC(=O)Nc1sc(C(=O)N(CC)CC)c(C)c1C(=O)OCC
→ 10	3	0	-5	-8	-8	1	-12	8	-7	-8
> CCc1ccccc1N1CC23C=CC(O2)C(C(=O)OC)C3C1=O (centres undefined)
→ -6	-5	-26	16	-9	-16	-15	5	0	-7	-26
> Cc1cccnc1C(NC(=O)C1CCN(CCOc2ccc(F)cc2)CC1)c1ccc(F)cc1 (centres undefined)
→ 0	8	1	-4	5	26	x	x	-10	6	-4
> Cn1c(NCCN2CCCC2)nc2cc(-c3ccsc3)sc2c1=O
→ -5	4	-25	-2	-3	-31	x	x	-9	0	-4
> Cc1ccc(CNC(=O)c2ccc(NS(=O)(=O)c3cccs3)cc2)cc1
→ -5	-11	-28	-6	44	13	-1	3	-19	-22	2
> COc1ccc(CNC(=O)CN(C(=O)c2snc(C(N)=O)c2N)c2ccc(OC)c(OC)c2)cc1
→ -13	-32	2	-6	-12	-14	-6	3	19	-18	-26
> CNC(=O)COC(=O)c1cc(-c2ccccc2)nn1-c1ccccc1
→ 21	-13	-2	-3	-15	2	4	-3	21	8	5
> COc1ccc(/C=N/NC(=O)c2ccc(N(C)S(=O)(=O)c3ccccc3)cc2)cc1OC
→ 13	8	1	11	-3	10	9	17	4	10	-7
> COc1ccc(CN(C)Cc2cc(=O)n3ccsc3n2)c(OC)c1OC
→ 5	-8	17	-1	1	3	4	6	-6	10	7
> COC(=O)C1=C(C)N(C)C(C)=C(C(=O)OC)C1c1ccsc1
→ -5	1	-14	9	-7	-16	2	5	-16	5	-23
> CCOc1ccc(/C=C/C(=O)Nc2cccc(C(C)=O)c2)cc1
→ -32	-66	-38	5	55*	9	-3	1	-11	22	-83
> O=C(CCC(=O)N1CCN(c2ccc(C(F)(F)F)cn2)CC1)c1cccs1
→ 19	3	24	-5	2	-20	5	9	-12	13	0
> Cc1cc2oc(=O)cc(Cn3ncc(Cl)c(Cl)c3=O)c2cc1Cl
→ -25	-17	x	-7	6	83*	-9	-32	x	80*	4
> Cc1c(C(=O)NCc2ccoc2)oc2ccc3c(c12)C(=O)CC(C)(C)O3
→ -38	-117	-69	6	31	-32	1	-53	-16	-15	-106
> O=C(c1cc(Cl)ccc1OCc1ccccc1)N1CCOCC1
→ -7	-7	-6	1	3	-3	-3	-11	-10	-18	0
> CCN(CC(=O)NCc1ccc(Cl)cc1)C(=O)C(C)Sc1ccccc1 (centres undefined)
→ -11	-4	10	-11	3	-1	3	-1	-5	-9	-20
> COCCCNC(=O)CN(c1cc(Cl)ccc1OC)S(=O)(=O)c1ccc(C)c([N+](=O)[O-])c1
→ 8	8	-4	10	-1	-7	-5	1	-9	8	-9
> COc1ccc(-c2nn(CCC(=O)O)cc2/C=N/NC(N)=S)cc1
→ 5	-131	6	-7	-7	-14	-2	-3	-5	11	-10
> O=C(COc1ccccc1-c1ccccc1)NCc1cccc(Cl)c1
→ -9	-1	14	-3	-14	7	-6	-6	11	15	-4
> CC(=O)n1nc(-c2ccco2)nc1SCc1ccccc1
→ -36	-46	x	-1	14	10	-7	-6	x	-10	-25
> CCN(CC)S(=O)(=O)c1ccc(Cl)c(C(=O)N2CCc3ccccc32)c1
→ 14	16	11	0	8	30	3	7	36	15	18
> COc1cc(CCC(=O)OCC(=O)Nc2cccc(S(N)(=O)=O)c2)cc(OC)c1OC
→ 7	2	8	8	14	20	6	0	-8	34	17
> Cn1cc(C(=O)C(=O)NC2CC2)c2ccccc21
→ 2	-9	7	2	2	7	-5	0	-5	3	11
> CCOc1cc(/C=N\Nc2ncc(F)c(N3CCOCC3)n2)ccc1Oc1nc(Cl)ncc1F
→ 32	7	20	4	9	21	-10	13	22	-10	-11
> CC(=O)OCC1OC(Nc2cccc(C)c2)C(OC(C)=O)C(OC(C)=O)C1OC(C)=O (centres undefined)
→ 15	-48	-9	-2	-1	-8	1	53*	16	7	-10

# More compounds:
# Every second line gives: SRC3 inh	NCOA1 inh	NCOA2 inhibitor	NOD2-RIPK2 inh	C8 TRAIL sens	TROY NFkB inh	TLR9-MyD88 block	EBV LMP1 NFkB	COUP-TFII inh	TWEAK-Fn14 inh	LRH-1 inv ag
> CN(CC(=O)Nc1ccc(F)cc1)C(=O)CN1C(=O)NC(CCc2ccccc2)C1=O (centres undefined)
→ 11	-18	-16	-5	-11	18	-10	5	-15	-6	-10
> CN(C)c1ccc(/C=[N+](\[O-])C2N(c3ccccc3)C(=S)SC2(C)C)cc1 (centres undefined)
→ 17	12	-11	-12	3	13	-5	3	-1	-3	4
> C[C@@]12CCC3[C@@](CC[C@@H]4[C@](C)(C(=O)O)CCC[C@@]34C)(C[C@H]1O)C2 (some centres undefined)
→ 12	1	-16	-7	9	0	5	5	-9	3	4
> COc1ccccc1C(=O)NC1CC2CCCC(C1)N2Cc1ccccc1 (centres undefined)
→ 17	-5	-1	8	8	-1	-11	-4	8	-8	-21
> CSc1nc(C)c2c(n1)N(c1ccc(C(F)(F)F)cc1)CC2
→ 13	1	-10	-5	-2	0	1	9	-3	10	-5
> C[C@]12c3[nH]c4ccccc4c3CCN1C(=O)C(CC(=O)NCCc1ccccn1)C[C@@H]2C(=O)N1CCCCC1 (some centres undefined)
→ -2	5	-5	-4	-6	-2	-3	5	-6	-2	-15

# Source: PubChem BioAssay (several laboratories)
